Compound activity as filed in PubChem BioAssay.
SSB-PriA inh: inhibitors of Klebsiella pneumoniae PriA binding to SSB C-terminal tail, primary screen, biochemical, AlphaScreen. 430,000 tested, 0.6% active. inhibition, % at 33 µM. AlphaScreen SSBct-PriA binding, biotinylated peptide; in the data active = inhibition mostly above about 37%, no sharp cut-off; inactive = mostly below about 20%;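 also: plate controls were negative control peptide for no effect and reference peptide for full effect; strong numbers were not always called active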
The depositor's hits bear a star; & = joins results of further samples. Not all compounds are listed; count on the stated rates, not on these rows.

The opening four records (preview)
SMILES	SSB-PriA inh
N#Cc1nccnc1OC1CCCN(C(=O)Cn2cnc3ccccc32)C1 (configuration not stated)	-3
Cc1ccnn1Cc1nnc(SCC(=O)N2CCN(c3ccccc3)CC2)o1	-9
O=C(NCCc1cccs1)[C@H]1CCCN(c2ccc(-n3cncn3)nn2)C1	-5
O=c1[nH]c(=S)n(-c2ccc(F)cc2)c(O)c1C=NN1CCOCC1	4

Main list, repeating the preview:
SMILES	SSB-PriA inh
N#Cc1nccnc1OC1CCCN(C(=O)Cn2cnc3ccccc32)C1 (configuration not stated)	-3
Cc1ccnn1Cc1nnc(SCC(=O)N2CCN(c3ccccc3)CC2)o1	-9
O=C(NCCc1cccs1)[C@H]1CCCN(c2ccc(-n3cncn3)nn2)C1	-5
O=c1[nH]c(=S)n(-c2ccc(F)cc2)c(O)c1C=NN1CCOCC1	4
Cc1ccc2nc(Nc3ccc(C(=O)Nc4ccccc4C)cc3)nc(-c3ccccc3)c2c1	4
O=C(Nc1ccc(Cl)c2ncsc12)c1ccc(S(=O)(=O)N2CCOCC2)cc1	-3
Cn1c(=O)n(CC(=O)c2ccccc2)c(=O)c2c(N3CCN(C(=O)C4CC4)CC3)ccnc21	-9
COc1cccc(S(=O)(=O)N2CCC(Cc3ccccc3)CC2)c1	-20&-15
Cc1ccccc1NCC(=O)NN=Cc1ccc([N+](=O)[O-])s1	21
Cc1cc(C)c2sc(NC(=O)c3ccc(S(=O)(=O)N4CC(C)OC(C)C4)cc3)nc2c1 (configuration not stated)	-9
COc1cc(C(=O)NCCn2nc(-c3ccc(F)cc3)ccc2=O)c([N+](=O)[O-])cc1OC	21
O=C(COc1ccc(Cl)cc1Cl)N(CCc1cccs1)C1CCOCC1	-3
COc1ccc(S(=O)(=O)C(CNC(=O)c2ccccc2C(F)(F)F)c2cccs2)cc1 (configuration not stated)	3
O=C(CCc1csc(NC(=O)NC2CCCCC2)n1)NCc1ccccn1	-12
O=S(=O)(c1c(Cl)cccc1Cl)N1CCN(c2ccccc2F)CC1	-14
O=C1NCCOc2ccc(NC(=O)C34CC5CC(CC(C5)C3)C4)cc21	-8
O=C(CSC1CCCC1)NCC1CCCN1c1ccccc1 (configuration not stated)	-4
COc1ccc(S(=O)(=O)CCC(=O)N2CCN(c3nc4c(C)ccc(Cl)c4s3)CC2)cc1	-5
O=C(CCn1cnc2ccccc2c1=O)Nc1cnn(CC2COc3ccccc3O2)c1 (configuration not stated)	-6
C#CCSc1nc(=O)n2cccc(C)c2n1	18
CCOc1cccc2sc(NC(=O)Cc3ccc(OC)c(OC)c3)nc12	-17&24
COc1ccccc1CCNC(=O)Cc1cc(=O)[nH]c(SCc2ccccc2)n1	-10
Cc1ccc(NC(=O)Cn2nc3c(=O)n(-c4ccc(Br)cc4)ccn3c2=O)cc1C	-4
COc1ccc(C)cc1NC(=O)CSc1ccc(-c2ccncc2)nn1	32
CCOc1ccc(-c2ccc(=O)n(CCNC(=O)c3cccn(C)c3=O)n2)cc1	-7

(continued)
SMILES	SSB-PriA inh
COc1ccc(OC)c(-c2cc(C(=O)NCc3cc(-c4ccccn4)n(C)n3)n(C)n2)c1	1
CSc1ccc(NC(=O)c2ccccc2C(F)(F)F)nn1	-16
CCOC(=O)c1cn(Cc2ccccc2F)c2ccc(F)cc2c1=O	-5
Cc1cc(-c2ccc(NC(=O)CCSc3ccccc3)c(C)c2)ccc1NC(=O)CCSc1ccccc1	-3&14
O=C(CN1CCSCC1)NN=Cc1ccc(F)c(F)c1	-14
CCOC(=O)c1nn(-c2ccc(C(F)(F)F)cc2)c(=O)c2c(NC(=O)C(C)(C)Oc3ccc(Cl)cc3)scc12	-3
O=S(=O)(Nc1cnc2ccnn2c1)c1ccc(Br)s1	-23
Cc1nnsc1C(=O)N1CCC(CSc2nccn2C)CC1	-9
Cc1ccc(NC(=O)CCC(=O)Nc2ccc(Cl)cc2C(=O)c2ccccc2)cc1	1
CCN1C(=O)c2cc(NC(=O)c3ccccc3Br)ccc2Oc2ccccc21	10
CCOc1ccc(S(=O)(=O)N2CCC[C@@H]2CS(=O)(=O)c2ccccc2)cc1F	-11
COc1ccc(OC)c(CNC(=O)C=C2NN=C(c3sccc3C)O2)c1	-3
COc1ccc(CCS(=O)(=O)NCC2CCN(Cc3ccco3)CC2)cc1	1&8
O=C(Nc1ccc(-c2nc3ccccc3o2)cc1)c1cccc(N2C(=O)CCC2=O)c1	-22
Nc1nc(Cl)nc(NCc2ccccc2)c1[N+](=O)[O-]	-1
COc1ccc2c(Cl)c(C(=O)NN=C3CCCC(=O)C3)sc2c1	-8
Cc1ccc2c(c1)c(=O)c(-c1nc(-c3ccc(OCc4ccccc4)cc3)no1)cn2C	-9
N#CCCSc1ccccc1NC(=O)c1cc2cc([N+](=O)[O-])ccc2s1	-16
Cc1ccc(Cc2nnc(NC(=O)c3cc(Cl)ccc3Cl)o2)cc1	-4
CCOc1ccccc1N1C=C(C#N)S(=O)(=O)c2c(F)cccc21	-14
COc1ccccc1Cn1c(SC)nc2c(-c3ccccc3)c[nH]c2c1=O	-8&-3
CS(=O)(=O)c1ccc2nc(N(CCc3cccs3)C(=O)c3nc4ccccc4s3)sc2c1	-9
Cc1ccc(Cl)cc1NC(=O)C(=O)NCCCc1ccc(N(C)C)cc1	-1
CN1CCc2cc(C(CNC(=O)Nc3ccccc3)N3CCCCC3)ccc21 (configuration not stated)	24
COc1ccc(C=NNC(=O)CNC(=O)C(c2ccccc2)c2ccccc2)cc1[N+](=O)[O-]	1

3 compounds out of the list, ordered by length of the SMILES, high to low.
SMILES	SSB-PriA inh
COc1ccccc1Cn1c(SC)nc2c(-c3ccccc3)c[nH]c2c1=O	-8&-3
Cc1ccc(Cc2nnc(NC(=O)c3cc(Cl)ccc3Cl)o2)cc1	-4
CCOC(=O)c1cn(Cc2ccccc2F)c2ccc(F)cc2c1=O	-5

Exported in CSV form: 5 of the compounds above.
SMILES,SSB-PriA inh
Cc1cc(-c2ccc(NC(=O)CCSc3ccccc3)c(C)c2)ccc1NC(=O)CCSc1ccccc1,-3&14
O=C(CN1CCSCC1)NN=Cc1ccc(F)c(F)c1,-14
CCOC(=O)c1nn(-c2ccc(C(F)(F)F)cc2)c(=O)c2c(NC(=O)C(C)(C)Oc3ccc(Cl)cc3)scc12,-3
O=S(=O)(Nc1cnc2ccnn2c1)c1ccc(Br)s1,-23
Cc1nnsc1C(=O)N1CCC(CSc2nccn2C)CC1,-9

Later entries
SMILES	SSB-PriA inh
CCc1ccc(C=Nn2c(C)cc(C)c(C#N)c2=O)cc1	0
O=C(NCCCn1ccnc1)C(=O)c1cn(CC(=O)N2CCOCC2)c2ccccc12	-18
O=C(c1ccco1)N1CCN(Cc2nc(-c3ccc(F)cc3)cs2)CC1	1
COc1cc(C=NNC(=O)c2ccc(CSc3nc4ccccc4[nH]3)cc2)cc(OC)c1OC	-4
O=C(O)c1ccc(Cn2ccnc2)cc1	15
CSc1ccc(Cc2nnc(NC(=O)c3cc(C)oc3C)o2)cc1	3
O=C(NN=Cc1oc(O)c2ccccc12)c1ccccc1	8
O=C(Cn1cnc(-c2ccccc2)cc1=O)NCc1cccnc1	6
O=C(CCc1cccc(Cl)c1)NCC1CCN(C(=O)c2ccoc2)CC1	-6
Cc1ccc(-n2ncc3c(SCC(=O)Nc4ccccc4C(F)(F)F)ncnc32)c(C)c1	-16
Cc1ccc(NC(=O)c2cc(Cl)ccc2Cl)cc1N1CCCCC1=O	-4
O=C(CSc1ccc(NC(=O)c2cccs2)nn1)NC1CCCC1	-10
COc1cc(NS(=O)(=O)c2ccc(N3C(=O)c4ccccc4C3=O)cc2)nc(OC)n1	13
COc1cccc(C(O)=C2C(=O)C(=O)N(CCN(C)C)C2c2ccc(Br)cc2)c1 (configuration not stated)	-9
COc1ccc(CCNC(=O)COc2cccc3c2CCN(Cc2ccc(Br)cc2)C3=O)cc1OC	6
NNC(=O)CNC(=O)c1cc(Cl)ccc1Cl	-5
Cc1[nH]c2ccccc2c1C=NNc1ccc([N+](=O)[O-])cc1	21
Cc1cccc(Nc2nnc(Cc3ccc(F)cc3)c(=O)[nH]2)c1	-13
CCCCCCNC(=O)/C=C/C(=O)O	-15
COc1ccccc1CNc1nc2c(-c3cccc(C(F)(F)F)c3)nnn2c2ccccc12	2
CSc1ccc(-c2noc(-c3sccc3S(=O)(=O)N(C)c3ccc(Cl)cc3)n2)cc1	-5
Cc1cc(C)n(CC(=O)NCc2nnc(C)o2)n1	-6
COc1cccc(C=NNC(=O)c2c(-c3ccccc3)noc2C)c1O	3
Cc1cccc(NC(=O)NCc2sc(C)nc2C)c1	-4
CCOc1ccc(S(=O)(=O)N2Cc3cncnc3C2)cc1F	-19

Further results follow.
SMILES	SSB-PriA inh
O=C(Nc1nc2c(s1)Cc1ccccc1-2)c1ccc(-c2nc3ccccc3s2)s1	-11
COc1ccc(NS(=O)(=O)c2ccc(NC(C)=O)cc2)cc1	0
O=C(NCC1CCN(c2nc3ccccc3o2)CC1)Nc1cccs1	-25
CCOc1cccc(N(CCCN2C(=O)c3cccc4cccc(c34)C2=O)C(=O)c2ccc(S(=O)(=O)N(CC)CC)cc2)c1	-1&4
COc1cc(C=NNC(=O)c2sc3nc(C)cc(C)c3c2N)ccc1O	-5
CC(C)N1CCC(CNC(=O)C(=O)Nc2ccon2)CC1	-4
Oc1ccc(CN2CCCC2)c2cccnc12	106*
CCOc1ccccc1NC(=O)Nc1ccc(-n2nnn(CCOC)c2=O)cc1	-7
COc1ccccc1NN=Cc1c(CO)cnc(C)c1O	3
COC(CNS(=O)(=O)c1ccc(NC(C)=O)cc1)OC	-11
COc1ccc(OC)c(-c2csc(NC(=O)c3cc(C)n(C)n3)n2)c1	-10
O=C(NCC1CCN(Cc2ccco2)CC1)C1CC1	4
Cc1nc(-n2cccc2)sc1C(=O)N1CCC(c2nn(C)c(=O)n2C2CC2)CC1	-10
Cc1cc(OCC(=O)N2CCN(c3ccc(F)cc3)CC2)nc(-c2ccc(F)cc2)n1	-3
Cn1ccnc1SCc1ccc(O)c2ncccc12	128*
Cc1noc(NS(=O)(=O)c2ccc(NC(=O)COc3cccc4c3OC(C)(C)C4)cc2)c1C	-1&3
CCOc1cccc2sc(N(Cc3cccnc3)C(=O)Cc3ccc(F)cc3)nc12	-4
O=C(COc1ccc(F)cc1)Nc1nc(CN2CCc3ccccc3C2)cs1	-2
COc1ccc([C@H]2CCN(C(=O)Nc3ccccc3Cl)C2)cc1	-5
CSc1ccc(-c2nnc(NC(=O)C(C)(C)Oc3ccc(Cl)cc3)o2)cc1	3
O=[N+]([O-])c1ccc(N2CCOCC2)c2ncccc12	57
COc1ccc(CCn2c(C)c(C)n3c4c(=O)n(C(C)C(C)=O)c(=O)n(C)c4nc23)cc1OC (configuration not stated)	-2
CC(C)(C)n1ncc2c(=O)[nH]cnc21	-11&3
O=C(c1ccc(-c2cccc(Cl)c2)cc1)N1CCC(N2CCC(O)C2)CC1 (configuration not stated)	-12
CN1C(=O)C(C)(C)COc2ccc(NS(=O)(=O)Cc3ccc(F)cc3)cc21	4

(list continues)
SMILES	SSB-PriA inh
O=C(Cc1cccs1)Nc1cnn(CC2CCOCC2)c1	-3
COCCNC(=O)C(=O)NCC1CCN(Cc2ccccc2)CC1	-10&-4
O=C(Cn1c(=O)n(Cc2cccs2)c(=O)c2ncccc21)Nc1ccc(F)cc1F	-15
COc1ccc(C)cc1NC(=O)N1CCN(c2ccc3nnc(C4CC4)n3n2)CC1	-1
CC(=O)N1c2ccc(S(=O)(=O)N3CCN(c4ccc(-c5ccccc5C)nn4)CC3)cc2CC1C (configuration not stated)	-10
Cc1cc(C(=O)NCCn2nc(C(F)(F)F)c3c2CCCC3)c(C)o1	-16
COc1cccc2cc(C(=O)N3CC(n4ccnn4)C3)oc12	-8
Cc1cc(O)c(C(=O)Nc2cccc(Cl)c2)c(=O)n1CC1CCCO1 (configuration not stated)	-13
O=C1CC(NC(=O)C2CC2)CN1 (configuration not stated)	0
COC(=O)c1ccc(S(=O)(=O)Nc2cnn(C3CCOC3)c2)cc1 (configuration not stated)	-10
Cc1csc(CN2CCN(C(=O)C3CC3)CC2)n1	-8
O=C(NCC1CCN(c2cnccn2)CC1)C(=O)Nc1ccon1	0
Cc1cc(N)nc(NC(C)c2ccccc2)n1 (configuration not stated)	-6
CCOC(=O)C1CCN(c2ccc(S(=O)(=O)Cc3ccc(Cl)cc3)nn2)CC1	-16&-8
O=C(CCn1ccc(=O)[nH]c1=O)N1CCN(c2ccc(-n3cncn3)nn2)CC1	10
O=S(=O)(c1ccccc1Cl)N1CCN(c2ccc3nnc(-c4ccco4)n3n2)CC1	-5
COC(=O)C1Nc2cc(C(F)(F)F)ccc2S(=O)(=O)N1 (configuration not stated)	-4
COc1ccccc1NCC(=O)NN=Cc1sccc1C	5
CCSc1ccc(NC(=O)c2ccccc2F)nn1	-6
Cc1ccc(Oc2cccc(NS(=O)(=O)c3ccccc3)c2)nn1	-15
O=C(Nc1cccc(Br)c1)c1coc(NC(=O)c2cnccn2)n1	4
COc1ccc(-c2cc(=O)n(CC(=O)N3CCN(c4ccccc4OC)CC3)cn2)cc1	-1&1
O=C(CSc1ccc2nnc(-c3cccs3)n2n1)NC1CCCC1	1
CCc1ccc(-n2c(O)c(C=NNC(=O)c3ccncc3)c(=O)[nH]c2=O)cc1	22
Cc1ccc(NC(=O)NCCn2nc(-c3cccs3)ccc2=O)c(C)c1	-10

As a short view, some entries already given.
SMILES	SSB-PriA inh
N#Cc1nccnc1OC1CCCN(C(=O)Cn2cnc3ccccc32)C1 (configuration not stated)	-3
Cc1ccnn1Cc1nnc(SCC(=O)N2CCN(c3ccccc3)CC2)o1	-9
